# Screens as filed in PubChem.
# mcGAS RapidFire: blocks mouse cGAS cGAMP production; Q8C6L5; recombinant mouse cGAS, cGAMP by RapidFire MS; inhibition, % at 12.5 µM; 130,000 tested, 0.18% active;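 active = inhibition of cGAS enzyme activity at or above 60%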;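 note: enzyme stimulated by 45 bp dsDNA with ATP and GTP substrates; cGAMP share of summed cGAMP plus half ATP and half GTP signals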
# Target sequence (Q8C6L5 whole entry, looked up): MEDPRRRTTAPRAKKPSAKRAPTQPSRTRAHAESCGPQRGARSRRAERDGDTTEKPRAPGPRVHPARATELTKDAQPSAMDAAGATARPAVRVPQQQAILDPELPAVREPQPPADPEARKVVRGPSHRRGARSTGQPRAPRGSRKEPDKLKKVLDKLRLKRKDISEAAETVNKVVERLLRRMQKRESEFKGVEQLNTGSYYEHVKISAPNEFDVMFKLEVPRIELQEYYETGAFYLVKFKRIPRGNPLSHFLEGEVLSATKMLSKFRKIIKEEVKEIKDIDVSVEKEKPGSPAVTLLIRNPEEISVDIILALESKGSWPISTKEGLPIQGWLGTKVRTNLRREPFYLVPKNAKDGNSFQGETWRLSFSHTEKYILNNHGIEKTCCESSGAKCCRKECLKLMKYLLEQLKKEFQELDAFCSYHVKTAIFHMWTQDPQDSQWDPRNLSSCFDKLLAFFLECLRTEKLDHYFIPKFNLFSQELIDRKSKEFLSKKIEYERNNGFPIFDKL
# Numbers without * were called inactive; & = joins results of further samples.
compound	mcGAS RapidFire
O=C(/C=C/c1ccccc1)Nn1cnc2c(cnn2-c2cccc(Cl)c2)c1=O	-3.7
COc1ccc(N2CCN(Cc3ccc(-c4ccn[nH]4)o3)C(C)C2)cc1 (centres undefined)	-16.8
Cc1ccc(C(=O)N(C)C)cc1OCc1nc(C)c(C)o1	-4.1
C(=C\c1ccco1)/CN1CCC(CCn2cccn2)CC1	3.6
OCCNc1nnc2c(n1)[nH]c1ccccc12	2.5
CCn1ccnc1CN1CCCC(N2CCN(c3cccc(C(F)(F)F)c3)CC2)C1 (centres undefined)	-11.6
CCOC(=O)c1ccc(NC(=O)c2c3c(nn2C2CCS(=O)(=O)C2)CCC3)cc1 (centres undefined)	-9.9
Cc1ccc(NC(=O)CNCc2ccc(-c3ccccn3)s2)c(C)c1	-15.9
COc1ccc(-n2cc(-c3ccc(Br)cc3)[n+]3c2SCCC3)cc1	-14.5
CCOC(=O)C1(Cc2cccc(F)c2)CCN(Cc2nccn2CC)CC1	-6.7
COc1ccccc1N=Nc1ccc(NC(=O)CO)cc1C	6.4
CC(C)c1nc(CC(=O)Nc2cccnc2N2CCCC2)cs1	2.7
N#Cc1ccc(C(=O)NCCC2CN(Cc3cnc[nH]3)CCO2)cc1 (centres undefined)	-6.2
COC(=O)c1occc1Cn1cnc(C#N)n1	-15.1
Cc1cc(C)c(S(=O)(=O)Nc2ccc(O)c(C(C(=O)OC(C)C)C(=O)C(F)(F)F)c2)c(C)c1 (centres undefined)	-2.6
Cc1cc(=O)n(CC(=O)N2C[C@@H]3C4CCC(CC4)[C@@H]3C2)nc1C	-8.3
Cc1ccc(F)cc1NS(=O)(=O)c1cc(C(=O)O)n(C)c1	-5.5
CC(NC(=O)c1ccncc1)c1ccc2c(c1)OCCO2 (centres undefined)	1.0
O=C(CSc1nnc(-c2ccccc2)n1-c1ccccc1)N/N=C\c1cccc2ccccc12	-16.6
Cc1cc(C)cc(C(=O)Nc2c3c(nn2-c2ccc(C)cc2C)CS(=O)C3)c1 (centres undefined)	-5.7
Cn1nc(C(=O)N2CC[C@H](CO)[C@H](O)C2)c2c1CCCC2	-13.8
COc1ccc(NC(=O)c2sc(=O)n(Cc3ccc(Cl)c(Cl)c3)c2C)cc1OC	-3.3
CC(=O)c1ccc(-c2ccccc2NC(=O)c2ccco2)s1	-2.3
CN1C(=O)N(CC(=O)NCc2ccco2)C(=O)C12CCCCC2	10.4
O=C(c1cc(-c2ccccc2O)n[nH]1)N1CCOC(c2ccc(Cl)cc2)C1 (centres undefined)	-33.2
CCCc1cc(N2CCn3nc(C(=O)N4CCOCC4)cc3C2)nc(C)n1	-11.6
COCCNC(=O)C1CCCN(C2CCN(Cc3nc(C)c(C)s3)CC2)C1 (centres undefined)	-9.5
CC1(C)Cc2c(c(-c3ccco3)nc3sc4c(NC5CCCCC5)ncnc4c23)CO1	2.3
Cc1nc(S(=O)(=O)NCC(=O)N(Cc2cccs2)C2CC2)cn1C	2.9
N#CC(=C(O)COc1ccccc1)c1nc2ccccc2s1	0.5

# Gathered by group, the entries above with a Cl atom
compound	mcGAS RapidFire
O=C(/C=C/c1ccccc1)Nn1cnc2c(cnn2-c2cccc(Cl)c2)c1=O	-3.7
COc1ccc(NC(=O)c2sc(=O)n(Cc3ccc(Cl)c(Cl)c3)c2C)cc1OC	-3.3
O=C(c1cc(-c2ccccc2O)n[nH]1)N1CCOC(c2ccc(Cl)cc2)C1 (centres undefined)	-33.2

# More structures
compound	mcGAS RapidFire
Cc1cccc(NC(=O)CN(C)c2snc(Cl)c2C#N)c1C	-20.1
CC(=O)c1sc2nc(-c3ccccc3)c(-c3ccccc3)n2c1C	-8.1
N#CC1C(=N)SC(=N)C(C#N)C1c1ccc(Cl)cc1Cl (centres undefined)	19.7
CCOc1cc(CNC2CCN(C(C)=O)CC2)cc(Br)c1OC	-2.9
CCn1c(CC2CCN(c3ncnc4[nH]ccc34)CC2)n[nH]c1=O	-11.7
CCOC(=O)NN=CC1=CCC2CC1C2(C)C (centres undefined)	-7.9
COCCn1cc(NC(=O)Nc2ccccc2C)c2ccccc21	-4.6
O=S(=O)(NN=Cc1c(F)c(F)c(F)c(F)c1F)c1ccccc1	-1.5
COc1ccc(-c2cccc(CN3CCCC3)c2)c(OC)c1	-4.8
CCc1cnc(C)nc1N1CCN(Cc2cccc(OC)c2F)CC1	-8.9
CCOC(=O)NC(=S)N(C)C1CCC2(CC1)OCC(C)(C)CO2	-1.8
Cc1sc2nc(CCN)nc(NCc3ccccc3-n3ccnc3)c2c1C	-17.0
O=C(CSc1ccc2c(c1)OCCCO2)NC1CCS(=O)(=O)C1 (centres undefined)	0.3
COC(=O)CCCN1CCN(c2nc(C)ns2)CC1	-3.2
O=C(COc1ncnc2sc3c(c12)CCC3)NC(=O)NCc1ccco1	-7.5
C=CCS(=O)(=O)NCc1cccnc1N1CCN(c2ccccn2)CC1	-10.8
CN(Cc1ccc(CN2CCCC(c3ccccc3)C2)o1)S(C)(=O)=O (centres undefined)	-14.9
Cc1csc(NC(=O)c2ccc(N3CC(C)OC(C)C3)nc2)n1 (centres undefined)	-6.0
Cc1cc(C)cc(C(=O)Nc2c(C)nc3ccc(C)cn3c2=O)c1	3.6
CCCNC(=O)C1(C)CCN(Cc2ccc(Cl)c(Cl)c2)C1 (centres undefined)	-1.2
CC(=O)OCC(=O)[C@@]12OC(C)(C)O[C@@H]1C[C@H]1[C@@H]3C[C@H](F)C4=CC(=O)C=C[C@]4(C)[C@@]3(F)[C@@H](O)C[C@@]12C	-5.8
CC(=O)NN1C(=O)/C(=C\c2ccc(F)cc2)SC1=S	-0.1
CC(CN1C(=O)COC1=S)N1C(=O)COC1=S (centres undefined)	-7.3
CCOC(=O)C1=C(NC(=O)c2ccc(C)cc2C)Nc2ccccc2N=C1	-0.5
C=c1ccccc1=C1C=NNC(=NCC2(N(C)C)CCCCC2)N1	2.9
CNc1snc(C)c1C(=O)N1CCN(c2ccc(C(F)(F)F)cn2)CC1	-1.4
COc1ccc(C)cc1CN(C)C(=O)Cn1nc(-c2ccccc2)ccc1=O	11.1
N#CC(=Cc1ccc(F)cc1)S(=O)(=O)c1cc(Cl)ccc1Cl	2.1
N#CCSc1ncnc2sc3c(c12)CCC3	-22.1
CC(C)CN1CCC(CNC(=O)c2cnc(-c3cccnc3)nc2)C1 (centres undefined)	-14.7
CCCCCCN1CCNC(=O)CC1c1ccncc1 (centres undefined)	-3.8
CN(C)[C@@H]1C[C@@H](CO)N(Cc2c(Cl)nc3sccn23)C1	-10.6&6.7
COc1ccc(Cl)cc1C(=O)NNC(=O)C1CCCC(C(F)(F)F)C1 (centres undefined)	10.2
C=C(C)COc1cccc(C(=O)N(C)C(C)c2ccncn2)c1 (centres undefined)	-24.9
Cc1ccc(F)cc1-c1cnc(N)cn1	-18.2
CCOc1ccc(N(CC(=O)N2CCC(C)CC2)S(C)(=O)=O)cc1	-5.3
OCCC1CN(Cc2cccnc2)CCN1Cc1cccs1 (centres undefined)	-5.6
CNC(=O)C1CCCCN1C(=O)c1ccc(-c2cccc(C(F)(F)F)c2)o1 (centres undefined)	-6.5
Cc1cccnc1C1=NOC(C)C(=O)N1C (centres undefined)	-13.5
COCCn1c(C)cn2c3c(=O)n(Cc4c(F)cccc4Cl)c(=O)n(C)c3nc12	-0.3
O=C(Nc1ccc(Br)cc1)C1CCCN1C(=O)C12CC3CC(CC(C3)C1)C2 (centres undefined)	-10.2
COc1ccc2oc(=O)cc(-c3cc4cc(Br)ccc4o3)c2c1	-6.7
Cc1cc(C)c(S(=O)(=O)N2CCOC(c3ccccc3)C2)cc1C (centres undefined)	-1.4
CCC(CC)(NC(=O)c1cccc2c1OCCO2)C(F)(F)F	-5.5
Cc1ccc(NC(=O)C2=NN(C)C(=O)CC2)c(Br)c1	-9.1
Cc1c(CN2CCn3nc(C(=O)N4CCCC4)cc3C2)oc2ccccc12	-13.6
Brc1cc2c(cc1CSc1nnc(-c3ccccc3)o1)OCO2	0.8
Nc1c(C=C2C=CC(=O)C=C2)c(=O)nc2sc(C34CC5CC(CC(C5)C3)C4)nn12	-7.8
CCn1cccc(-c2nnc(SCC(=O)Nc3nc4ccc(C)cc4s3)n2C)c1=O	-1.8
Cc1cnc(NC(=O)C(C)Oc2cccc(Cl)c2)s1 (centres undefined)	-4.4
Cc1ccc(-c2nc(-c3ccc(Br)cc3)no2)cc1	-4.7
Cc1cc(CNC(=O)C2CCN(c3ccc4nnc(C(F)(F)F)n4n3)CC2)ccc1F	2.2
COc1cccc(OC)c1OCCCOc1ccc(C)cc1Cl	-9.4
Cc1ccn2c(C(=O)N(C)Cc3nc(C4CC4)no3)c(C)nc2c1	3.7
NC(=Nc1nc2ccccc2s1)C(F)(F)C1(F)OC(F)(F)C(F)(F)C1(F)F (centres undefined)	-4.1
OC(COc1ccc(Cl)cc1Cl)CSc1nnnn1C1CC1 (centres undefined)	-1.2
Cc1nc2n(n1)C(=O)C(C(c1ccccc1)N1CCN(CCO)CC1)S2 (centres undefined)	-6.0
CC(C)(C)C1CCc2nc(N)ncc2C1 (centres undefined)	7.0
CC1=C(C(=O)OC(C)C)C(c2cccc(F)c2)NC(=O)N1c1cc(C)on1 (centres undefined)	-0.4
CC(=O)c1cc(F)ccc1OCC(=O)Nc1ccc(F)cc1F	0.3

# An excerpt from above in order of SMILES length, highest first:
compound	mcGAS RapidFire
CC1(C)Cc2c(c(-c3ccco3)nc3sc4c(NC5CCCCC5)ncnc4c23)CO1	2.3
O=C(/C=C/c1ccccc1)Nn1cnc2c(cnn2-c2cccc(Cl)c2)c1=O	-3.7
Cc1ccn2c(C(=O)N(C)Cc3nc(C4CC4)no3)c(C)nc2c1	3.7
CC(=O)NN1C(=O)/C(=C\c2ccc(F)cc2)SC1=S	-0.1
COc1ccccc1N=Nc1ccc(NC(=O)CO)cc1C	6.4

# (continued)
compound	mcGAS RapidFire
Cc1nc(C2CCCNC2)cc(N2CCC3(CC2)N=C(N(C)C)NC3=O)n1 (centres undefined)	-15.2
CCCCc1nnc2sc(-c3cc(C)nc4ccccc34)nn12	-2.2
C1CCc2nnc(Cc3nnc4n3CCCCC4)n2CC1	-5.9
CC(NC(=O)c1cc(=O)c2ccccc2o1)c1ccc(F)cc1F (centres undefined)	-5.3
CC(c1ccccc1)N1CC(C(=O)OCc2nc(N)nc(Nc3ccccc3)n2)CC1=O (centres undefined)	-9.5
CNc1ccc(I)cc1	-21.3
CN(C)CCN(C(=O)c1cc(Br)c[nH]1)C1CCCC1	-1.6
Fc1ccccc1-c1ccc(-c2nccn2CCc2cnccn2)o1	-9.1
CC(=O)c1cccc(CN2CCCC(C(=O)Nc3ccc(-n4ccnc4C)cc3)C2)c1 (centres undefined)	-5.9&-3.5
COCC(=O)Nc1nc(C)c(-c2ccccc2)s1	-5.2
c1ccc(CN2CCOC(CNCc3ccc(-n4cnc5ccccc54)cc3)C2)cc1 (centres undefined)	-4.3
CSCCNC(=O)c1ccc2cccc(Cl)c2n1	-10.3
CS(=O)(=O)Oc1ccc(/C=C2/C(=N)N3N=C(Cc4ccccc4)SC3=NC2=O)cc1	12.5
CN(Cc1ccsc1)C(=O)COC(=O)c1ccc2c(c1)CCC(=O)N2	-5.8
Nc1nc2ccccc2n1S(=O)(=O)c1ccc(Cl)cc1	6.7
O=C1NCCC/C1=N/Nc1cc(OCc2ccccc2)ccc1F	-14.1
CCOC(=O)c1ccc(N2CCCn3c2nc2c3c(=O)n(CCOC)c(=O)n2C)cc1	5.0
CCCOc1ccccc1C(=O)N1CCC2(CCN(C)C2)CC1	-13.5
O=C(c1nc2c(s1)CCCC2)N1CCCCC1CCn1ccnc1 (centres undefined)	-7.6
O=S(=O)(c1cccs1)N1CCN(Cn2nc(-c3ccco3)oc2=S)CC1	-5.9
CC(C)c1nnc2sc(C3CCCO3)nn12 (centres undefined)	-0.3
CC(C)C1CN(C(=O)c2ccc3c(c2)OCO3)CCC(=O)N1CC1CC1 (centres undefined)	-8.4
Cc1nc2c(c(C)c1CC(=O)N1CCCC(C)C1)c(=O)[nH]n2C (centres undefined)	-7.4
O=C(Cc1cccs1)N(CC1CCCO1)C1(C(=O)NC2CCCC2)CCCCC1 (centres undefined)	4.4
COC1CCN(C(=O)Cc2ccccc2Br)CC1	-10.7
Cc1ccccc1CC1(CO)CCCN(C(=O)c2ccoc2)C1 (centres undefined)	-6.4
Cc1cccc(NC(=O)NCc2nnnn2C2CCCCC2)c1	14.8
CCCCOc1ccc(C2=N/C(=C\c3cccc(OC(C)=O)c3)C(=O)O2)cc1	-5.3
Cc1nc(N2CCCCC2)ncc1C(=O)N1CCC2(CCN(C)C2)CC1	-8.7
Cc1ccccc1C(=O)N(CCCN)c1cccc(C(F)(F)F)c1	1.7
CC(C)[C@@H](C(N)=O)n1ccnc1-c1ccccc1C(=O)O	-2.2
COC(C)(C)C#C/C=C/S(=O)(=O)c1ccc([N+](=O)[O-])cc1	-6.3
CCC(C(=O)Nc1cc(C)on1)N1CCCC1c1cccs1 (centres undefined)	-5.0
Cc1nccn1CC(O)Cn1c2ccc(Cl)cc2c2cc(Cl)ccc21 (centres undefined)	-13.1
O=C(NCc1ccc2c(c1)OCCO2)N1CCN(S(=O)(=O)c2ccccc2Cl)CC1	-8.0
Cc1ccccc1C(=O)N1CCOC(c2ccccc2)C1 (centres undefined)	-4.5
O=C(CN1N=NC2C(=O)N(c3ccc(Cl)cc3)C(=O)C21)Nc1ccc(Cl)cc1Cl (centres undefined)	7.3
Cn1ncc2c(NC3C=CS(=O)(=O)C3)nc(C(C)(C)C)nc21 (centres undefined)	-13.3
O=C1C(=O)N(C2CCCC2)C(=O)N1CC(=O)N(C1=CCCCC1)C1CC1	-7.8

# These rows are one share of the data, so the mix of outcomes need not match the whole.
